Nrf2 ARE act = Nrf2 pathway activation. AREc32 ARE-luciferase reporter (MCF7-derived line), luminescence, 24 h. Potency, µM (series often up to 46.1 µM), for inactives: at the highest dose activation, usual class: activators. 0.31% of 410,000 active. AID 624171; further: potency means the concentration at half of the fitted maximal effect; % of control where 0% means no effect; nearly all actives have a fitted effect of over 65% in size
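Luminescent ARE reporter assay in AREc32_Fluc cells: overnight plating at 37 deg C, 24 hr compound incubation, Steady-Glo added, 30 min RT before reading.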
ATXN viability = viability counter-screen for ATXN expression inhibitors. S2 cells (HEK-293 line with an ATXN2-luciferase reporter) viability, CellTiter-Fluor protease fluorescence, 24 h. Potency, µM (highest dose often 56.7 µM), actives largely listed as cytotoxic. 0.49% of 400,000 active. AID 651635; further: potency means the concentration at half of the fitted maximal effect; nearly all actives have a fitted effect of over 40% in size
Nrf2 block = Nrf2 pathway inhibition; A549 ARE-Fluc reporter, luciferase luminescence, 18-24 h; Potency, µM (series often up to 46 µM), inactives show top-dose activity change, negative = inhibition, actives largely listed as inhibitors; 2.1% of 360,000 active; further: potency means the concentration at half of the fitted maximal effect; on the % scale 0 is the no-effect control and ±100 the full control effect; nearly all actives have a fitted effect of over 60% in size
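A549 ARE_Fluc cells, 5000/well, 5% FBS OPTI-MEM; compounds in dose-response, 18-24 h at 37 °C/5% CO2; CellTiter-Fluor viability read (Ex 405/Em 525), then BugLite luciferase luminescence = Nrf2 activity.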
HepG2 viability = HepG2 cytotoxicity, counter-screen for TGF-b inhibitors; HepG2 CAGA-GFP viability, ATP luminescence, 18 h; Potency, µM (titrated, usually from 46.1 µM), for the others: top-dose activity change, negative = cytotoxicity, actives largely listed as cytotoxic; 0.76% of 410,000 active; further: potency means the concentration at half of the fitted maximal effect; some results filed as inactive show a strong effect at the top dose
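CellTiter-Glo luminescence gave cytotoxicity after 18 hours at 37 degrees C. The cells were HepG2 CAGA-GFP in 1% FBS DMEM, stimulated with 500 pg/mL TGF-beta after compound addition. %Activity was normalised to no-cell wells (complete cell-killing) and DMSO (no toxicity), and curves were fitted and classified.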
ATXN2 expr inh = inhibitors of ATXN2 expression; HEK-293 ATXN2-luciferase reporter, luminescence, 24 h; Potency, µM (doses to about 57 µM), for inactives: at the highest dose activity change, negative = inhibition, hits mostly inhibitors; 0.72% of 360,000 active; AID 1745845; further: potency means the concentration at half of the fitted maximal effect; on the % scale 0 is the no-effect control and ±100 the full control effect; nearly all actives have a fitted effect of over 55% in size
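qHTS (up to 57 uM final) was run with 24 h compound exposure of reporter cells at 37 °C. Each well was multiplexed: SteadyGlo luminescence measured ATXN2-luciferase expression after a fluorogenic Gly-Phe-AFC viability readout (25 uM final).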
IL1B secr inh = inflammasome signaling inhibition, IL-1 beta readout | THP-1 LPS/ATP IL-1B secretion, AlphaLISA, 16 h; active compounds read low | activity change, % at 57.5 µM | 4.7% of 360,000 active; in the data active means activity change below about -50%; inconclusive means mostly about -30% to -49%; further: on the % scale 0 is the no-effect control and ±100 the full control effect
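Secreted IL-1B measured by AlphaLISA bead assay after 16 h compound exposure of THP-1 cells; compounds (final up to 57.5 uM) added 1 h before LPS (250 ng/mL) and ATP (1.25 mM) stimulation; lower signal means less secretion.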
MCF10A rerep = DNA re-replication induction in MCF 10a cells. Potency, µM (doses to about 46.1 µM), without a hit: at the top dose activity, positive = re-replication, actives largely listed as activators. AID 624296. 2.9% of 350,000 active. MCF 10A DNA re-replication, Hoechst nuclear intensity, 48 h; further: potency means the concentration at half of the fitted maximal effect; % of control where 0% means no effect; nearly all actives have a fitted effect of over 50% in size
TGFb SMAD3 inh = inhibitors of TGF-b signaling; HepG2 CAGA-GFP TGF-b/SMAD3 reporter, GFP fluorescence, 18 h; TGF-beta stimulated, 500 pg/mL final; Potency, µM (titrated, usually from 46.1 µM), without a hit: top-dose activity, negative = inhibition, most hits filed as inhibitors; 1.2% of 410,000 active; further: potency means the concentration at half of the fitted maximal effect; on the % scale 0 is the no-effect control and ±100 the full control effect; nearly all actives have a fitted effect of over 65% in size
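HEPG2 CAGA-GFP, 1000 cells/well; 2 h settle, 37 C; cpd via pin tool; TGF-b 500 pg/mL final; 18 h, 37 C; GFP imaging ex488/em500-530; %Activity normalised to -TGF-b and +DMSO controls; CRC fit, curve class.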
A549 tox = kills or reduces viability of A549 cells in Nrf2 counter-screen; A549 ARE-Fluc cells, CellTiter-Fluor viability, 18-24 h; Potency, µM (series often up to 46 µM), inactives show at the top dose activity change, negative = cytotoxicity, hits mostly inhibitors; 0.16% of 390,000 active; further: potency means the concentration at half of the fitted maximal effect; on the % scale 0 is the no-effect control and ±100 the full control effect
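Cytotoxicity counterscreen: CellTiter-Fluor fluorescence was measured in A549 ARE_Fluc cells after 18-24 h of compound exposure in a concentration series. The subsequent BugLite luminescent read reports ARE-luciferase activity.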
An asterisk follows results filed as active; i = inactive; ? = inconclusive; · = no result given; [ ] = dose if it differs, or a comment. Unless noted, the call rests on the fitted dose curve; in most records, active means well fitted curve in the direction sought with a large enough effect; inconclusive means small, poorly fitted or top-dose-only effect, or another doubt; inactive means no such curve, though single readings can be large; an effect the other way counts as inactive or inconclusive.

The opening 3 records as a preview:
SMILES	Nrf2 ARE act	ATXN viability	Nrf2 block	HepG2 viability	ATXN2 expr inh	IL1B secr inh	MCF10A rerep	TGFb SMAD3 inh	A549 tox
FC(F)(F)c1nnc(-c2ccccc2)nc1Oc1ccc(Cl)cc1Cl	0.0%	i	-3.8%	-1.9%	-11.6%	-76.6*	3.26µM*	14.4%	-7.4%
CN1CCN(C(=O)CN(C2CCCCC2)S(=O)(=O)c2ccccc2)CC1	0.6%	·	-7.2%	10.6%	-5.7%	18.2	1.7%	17.9%	1.4%
CN1CCN(C(=O)c2cc3c(=O)n4ccccc4nc3s2)CC1	2.2%	i	?	12.8%	1.5%	12.3	-7.4%	6.6%	-17.8%

This part in full, from the start:
SMILES	Nrf2 ARE act	ATXN viability	Nrf2 block	HepG2 viability	ATXN2 expr inh	IL1B secr inh	MCF10A rerep	TGFb SMAD3 inh	A549 tox
FC(F)(F)c1nnc(-c2ccccc2)nc1Oc1ccc(Cl)cc1Cl	0.0%	i	-3.8%	-1.9%	-11.6%	-76.6*	3.26µM*	14.4%	-7.4%
CN1CCN(C(=O)CN(C2CCCCC2)S(=O)(=O)c2ccccc2)CC1	0.6%	·	-7.2%	10.6%	-5.7%	18.2	1.7%	17.9%	1.4%
CN1CCN(C(=O)c2cc3c(=O)n4ccccc4nc3s2)CC1	2.2%	i	?	12.8%	1.5%	12.3	-7.4%	6.6%	-17.8%
O=S(=O)(NCc1ccc(Cl)cc1Cl)c1ccc(N2CCOCC2)nc1	-0.3%	i	4.8%	-7.1%	-6.8%	48.1	4.6%	-1.9%	-12.0%
NC(=O)c1c(NC(=O)Cn2nc(C(=O)O)c3ccccc3c2=O)sc2c1CCCC2	0.4%	?	?	-4.2%	·	21.6	?	-24.3%	-14.8%
COc1ccc(-c2n[nH]c3c2C(c2ccccn2)N(C)C3=O)cc1 (stereo unspecified)	3.9%	·	12.2%	2.6%	·	·	·	0.6%	2.5%
O=C(Nc1ccc(Cl)cn1)c1cccc2ccccc12	5.7%	i	16.8%	1.8%	·	0.0	?	0.5%	-3.4%
CN(C(=O)c1cccc(NC(=O)Cc2ccc(NC(=O)C3CCN(C(=O)C4CC4)CC3)cc2)c1)C1CC1	-0.4%	i	1.4%	0.8%	3.1%	-4.9	-4.8%	13.6%	1.5%
Cc1ccc2oc3c(c(=O)c2c1)C(c1ccc([N+](=O)[O-])cc1)N(CCCN1CCOCC1)C3=O (stereo unspecified)	0.3%	i	10.8%	8.0%	3.7%	·	·	13.7%	9.5%
Cc1cccc(Cn2ccc(N)n2)c1	0.3%	i	-1.4%	-15.0%	-10.5%	?	0.5%	?	-0.5%
COc1ccc(OC)c(C(=O)c2coc3ccc(O)c(CN4CCOCC4)c23)c1	-0.2%	?	2.3%	1.7%	0.5%	-4.9	8.0%	-20.1%	2.1%
CCn1ccnc1CNC(=O)c1ccc(OC2CCN(C(=O)COC)CC2)cc1	-0.5%	i	1.7%	-67.1%	9.6%	9.4	-1.6%	-1.2%	-0.4%
O=C1NC[C@@H](c2ccccc2)OC(=O)[C@H](Cc2ccc(F)cc2)C/C=C\C[C@H]1CC(=O)N(CCO)Cc1ccccc1	6.0%	?	?	-18.4%	-15.6%	?	24.7%	-23.8%	-14.6%
N#Cc1c(-c2ccccc2F)cc(-c2cccnc2)nc1N	4.0%	i	6.0%	-4.9%	7.1%	0.5	1.8%	?	-9.8%
O=S(=O)(NCc1ccccc1)c1ccc2c(c1)OCCO2	-0.7%	i	4.6%	4.3%	1.1%	21.4	-2.0%	1.1%	0.7%
COc1ccc(N2CCN(C(=O)c3cc(=O)c4cc(Cl)ccc4o3)CC2)cc1	0.1%	i	-0.4%	2.3%	-19.1%	-6.1	-0.6%	-0.6%	3.7%
Cc1ccc(CNC(=O)COC(=O)c2ccc(S(=O)(=O)N3CCOCC3)cc2)cc1	0.1%	i	-3.2%	-0.3%	-12.7%	-6.3	8.0%	0.2%	-0.1%
Cc1cccc(Oc2ccccc2NS(=O)(=O)c2ccc(CCC(=O)O)cc2)c1	-1.5%	i	?	-5.8%	-13.5%	0.9	?	-2.6%	-3.9%
COc1ccc(C(CC(=O)N2CCCCC2)NC(=O)C(F)(F)F)cc1 (stereo unspecified)	0.0%	i	-2.3%	-18.1%	-10.5%	-8.9	-1.4%	1.9%	0.2%
Cc1c(Cl)cccc1NC(=O)CSc1ncnc2c1cnn2CCO	0.5%	i	-25.0%	1.5%	2.9%	-15.5	1.2%	3.6%	0.9%
CCc1c(C#N)c(SCCC(=O)Nc2ccc(C)cc2)nc2c1C(=O)CC(C)(C)C2	6.5%	i	?	-19.4%	1.3%	-17.0	10.0%	-7.4%	-9.5%
CCc1cc(C(=O)OC)c(NC(=O)CN2CCN(C(=O)C3CCCO3)CC2)s1 (stereo unspecified)	0.4%	i	-15.4%	1.5%	-6.7%	0.0	-0.5%	10.4%	-3.7%
COc1ccc(N(C(=O)c2cccc([N+](=O)[O-])c2)S(=O)(=O)c2cccs2)cc1	-1.0%[9.22 µM]	i	-10.8%	-8.1%	3.4%	23.1	-12.2%	-5.4%	6.2%
O=C(COc1ccccc1)Nc1c(C(=O)N2CCC(N3CCCCC3)CC2)oc2ccccc12	-0.5%	i	-1.1%	-37.0%	·	-4.8	-8.1%	7.9%	-1.0%
COC(=O)c1ccc(CO/N=C/c2cccc([N+](=O)[O-])c2)cc1	2.6%	i	-6.5%	4.6%	19.7%	28.1	-11.5%	16.3%	-2.2%
COc1ccc(-c2noc(CCC(=O)N3CCN(c4ccccc4)CC3)n2)cc1	-0.7%	i	7.2%	-8.4%	5.8%	-13.6	-5.2%	-3.1%	-4.6%
COc1cccc(OC)c1OCCOc1ccccc1OC(C)C	1.8%	i	·	10.5%	2.1%	16.0	-1.2%	-5.3%	7.5%
C#Cc1cccc(-n2nnc(C(C)=O)c2C)c1	0.2%	i	-13.7%	-0.8%	-1.5%	-6.8	-3.1%	0.1%	4.5%
CC(C)c1ccc(OCC(=O)NCc2ccccc2)cc1	0.3%	i	1.5%	-1.3%	5.2%	-12.5	1.8%	-10.0%	3.6%
N#CCN(C(=O)CSc1nnc(C2CC2)n1C1CC1)c1ccccc1	1.7%	i	·	1.1%	·	-3.0	·	-3.5%	·
CCn1c(SCC(=O)Nc2ccc(N(C)C)cc2)nnc1-c1ccco1	-0.5%	i	2.3%	1.8%	4.4%	-5.3	8.4%	15.0%	4.8%
CCCN1CCN(CCNC(=O)Nc2ccccc2OCC)CC1	0.5%	i	1.2%	0.8%	8.1%	·	·	33.7%[activator]	15.1%
CCCCCn1c(CN2CCCCC2CC)nc2c1c(=O)n(C)c(=O)n2C (stereo unspecified)	-0.8%	i	7.2%	9.2%	0.1%	5.8	0.7%	-16.4%	2.5%
Cc1cccc(-n2c(=O)c3c(c4cc(C)ccc4n3C)n(CC(=O)Nc3ccccc3C(F)(F)F)c2=O)c1	0.1%	i	-21.9%[9.27 µM]	-8.2%	11.6%	·	·	-9.5%	-2.6%
CCOCCCNC(=O)CNC(=S)N(Cc1ccc(C)cc1)Cc1ccco1	0.0%	i	-12.3%	11.3%	·	29.4	-16.9%	-4.0%	1.7%
CCS(=O)(=O)N1CCN(c2ccc(S(=O)(=O)N3CCOCC3)cc2)CC1	-0.9%	i	0.1%	-3.5%	-0.1%	-6.1	-5.0%	-4.3%	-7.9%
CCCCn1nc(C(=O)N2CCN(S(=O)(=O)c3ccccc3)CC2)c2ccccc2c1=O	0.3%	i	-18.4%	39.8%	2.5%	0.7	-0.1%	0.2%	-8.8%
Cc1cccc(C(=O)Nc2cccc3cccnc23)c1	?	i	?	-22.2%	31.0%	11.0	15.7%	-17.1%	-3.5%
OC(COc1cccc(OCC(O)CN2CCCC2)c1)CN1CCCC1 (stereo unspecified)	-0.4%	i	-9.5%	10.0%	-1.1%	-4.8	-2.1%	3.0%	0.1%
CC1(C(=O)NS(=O)(=O)c2ccc(Br)cc2)CCN1C(=O)CCC1CCCC1 (stereo unspecified)	-0.4%[9.22 µM]	i	·	-18.7%	-1.6%	41.1	·	22.7%	·
CCN(CCN(C)C)C(=O)Cn1ncc2c([nH]c3ccc(C)cc32)c1=O	-0.2%	i	13.0%	-11.4%	-14.2%	·	·	0.7%	0.3%
O=C(NCc1cccnc1)c1ccc2nc([C@@H]3O[C@H](CO)[C@H](O)[C@H](O)[C@H]3O)[nH]c2c1	-1.0%	i	·	-6.6%	2.4%	2.5	·	6.9%	·
CN(C)S(=O)(=O)c1cccc(NC(=S)NN=C(Cc2ccccc2)Cc2ccccc2)c1	-0.4%	i	11.8%	-22.5%	7.1%	12.9	0.9%	-13.2%	-2.5%
CCC(C)NC(=O)C(Cc1ccccc1)NS(=O)(=O)c1ccc2c(c1)CCC(=O)N2 (stereo unspecified)	-1.2%	i	12.4%	0.6%	3.3%	9.8	-1.2%	-14.2%	-0.7%
CCOc1cc(C(=O)O)cc(Cl)c1OCC#N	-0.3%	i	11.6%	5.0%	2.3%	13.9	-0.5%	0.2%	4.4%
Cn1c(NC(=O)c2ccco2)cc(=O)n(C)c1=O	-0.1%	i	3.6%	-0.3%	-5.0%	12.6	-1.6%	?	-5.7%
CCc1ccc(C(=O)c2cn(CC(=O)Nc3ccc(F)cc3)c3ccc(F)cc3c2=O)cc1	0.3%	?	?	-4.6%	0.0%	·	·	?	?
CC(=O)/C(=N\Nc1ccccc1)Sc1cccc2cccnc12	-1.1%	i	5.8%	11.1%	-5.6%	-5.7	-6.7%	6.1%	6.7%
Cc1nc(SCCOc2ccccc2)[nH]c(=O)c1Cc1ccccc1	-0.4%	i	-5.3%	5.1%	-41.5%	16.5	0.9%[9.22 µM]	-7.4%	-3.5%
CCN(CC)C(=O)c1[nH]cnc1C(=O)NC1CCN(C(=O)OC(C)(C)C)CC1	-0.9%	i	-12.3%	-7.5%	4.5%	7.4	24.4%	-4.0%	1.3%

Compound activity as filed in PubChem.
